K1F lysis inhibition – inhibition of K1F phage lysis, E. coli UTI89, bacterial capsule biogenesis inhibitors, alamar blue (AID 488966); E. coli UTI89 K1F phage lysis, alamar blue, 2 h; higher % means a stronger effect; inhibition, % at 100 µM; hits with a dose series show IC50 in µM; actives 0.02% (n = 340,000);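 active = phage lysis inhibition, versus mean bacterial control, above a set limit; inconclusive = no clear call, values can overlap the other calls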;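 also: capsule biogenesis inhibitors block K1F phage lysis so surviving cells raise fluorescence; higher fluorescence means more inhibition of phage lysis; actives were called in the ten point dose series up to 300 µM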
Myeloid diff MLP – promotes myeloid progenitor differentiation | AID 624256 | actives 1% (n = 360,000) | ER-HoxA9 myeloid progenitors, lysozyme-GFP differentiation, flow cytometry | calls only at 10 µM;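 active = normalized GFP-positive differentiation at or above the plate's own cutoff, the solvent-only control mean plus 3 SD; inconclusive = no clear call, values can overlap the other calls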;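 also: cells exposed to compound for four days before flow analysis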
Myeloid diff MLP GFP+ MAC1+ % – second read-out of Myeloid diff MLP, no call of its own (marks repeat the call); GFP+ MAC1+ double positive, %; measured here: differentiation confirmed by MAC1 staining
The depositor's hits bear a star; i = inactive; ? = inconclusive; nt = no result given; [ ] = dose if it differs, or a comment.

Sequence of screens: Myeloid diff MLP | Myeloid diff MLP GFP+ MAC1+ % | K1F lysis inhibition
COc1cccc(C(=O)NC23CC4CC(CC(C4)C2)C3)c1
 : i | 0.5 | 0.1%
O=C(Nc1nccs1)[C@@H]1CCCN1S(=O)(=O)c1ccc(Cl)cc1
 : i | 1.8 | 2.8%
Cc1c(Cl)cccc1NC(=S)NCc1ccccc1
 : i | 1.3 | 1.3%
CCOc1ccc(S(=O)(=O)NCCC(=O)N2CCCCCCC2)cc1
 : i | 0.7 | 0.9%[50 µM]
O=C(CSc1ccc(-c2ccc(-n3cccn3)cc2)nn1)Nc1ccc([N+](=O)[O-])cc1
 : i | 0.5 | -2.4%
CC1(C)CC(=O)C=C(c2cccc(CO)c2)C1
 : i | 1.4 | -0.4%
O=C(NNC(=O)c1csc(N2CCOCC2)n1)c1ccc(Cl)nc1
 : i | 0.1 | 0.7%[50 µM]
CCc1ccc(NC(=O)c2cnccn2)cc1
 : i | 1.0 | 0.2%
CC(OC(=O)c1n[nH]c2ccccc12)C(=O)NC1CCCCC1C (stereo unspecified)
 : i | 0.4 | 1.4%[50 µM]
O=C(c1ccc(NS(=O)(=O)c2ccc3[nH]c(=O)[nH]c3c2)cc1)N1CCN(c2ccccc2O)CC1
 : i | 0.4 | 0.9%[50 µM]
CCOC(=O)c1ccc(N(CCC2CO2)S(=O)(=O)c2ccc(C)cc2)cc1 (stereo unspecified)
 : i | 1.5 | -3.6%
COc1ccc2oc(C(=O)OCC(=O)N(C)Cc3ccccc3)c(C)c2c1
 : i | 0.7 | 0.8%[50 µM]
Cc1ccc(C)c(S(=O)(=O)N2CCN(C(=O)CCc3nc4ccccc4c(=O)[nH]3)CC2)c1
 : i | 1.1 | 0.5%[50 µM]
CN(C(=O)c1cccc(NC(=O)Cc2ccc(NC(=O)C3CCN(C(=O)C4CCCCC4)CC3)cc2)c1)C1CCC1
 : i | 1.9 | 1.5%
CC1CCCCN1C(=O)CN1C(=O)c2ccccc2S1(=O)=O (stereo unspecified)
 : i | 0.7 | 3.1%[50 µM]
CCCCOc1ccc(C(=O)NCC(=O)OCC(=O)c2c(N)n(C)c(=O)n(C)c2=O)cc1
 : i | 0.4 | -2.3%
COC(=O)c1ccc(C)c(-n2c(=O)n(Cc3ccccc3)c(=O)c3[nH]cnc32)c1
 : i | 0.7 | 0.1%
CCCc1cc(=O)[nH]c(SCC(=O)N(CCC#N)c2ccc3c(c2)OCCO3)n1
 : i | 1.1 | 0.6%[50 µM]
CCn1cc(C(=O)Nc2ccc(C)cc2[N+](=O)[O-])c(C)n1
 : i | 0.3 | 0.1%
COc1ccccc1-c1oc2ccccc2c1-c1ccc2cc[nH]c2c1
 : i | 1.6 | 1.7%

Next section, starting with the last 3 of the part before.
Sequence of screens: Myeloid diff MLP | Myeloid diff MLP GFP+ MAC1+ % | K1F lysis inhibition
CCCc1cc(=O)[nH]c(SCC(=O)N(CCC#N)c2ccc3c(c2)OCCO3)n1
 : i | 1.1 | 0.6%[50 µM]
CCn1cc(C(=O)Nc2ccc(C)cc2[N+](=O)[O-])c(C)n1
 : i | 0.3 | 0.1%
COc1ccccc1-c1oc2ccccc2c1-c1ccc2cc[nH]c2c1
 : i | 1.6 | 1.7%
Cn1c(CC(=O)NNC(=O)c2cncc(Br)c2)nc2ccccc21
 : i | 2.3 | 0.7%[50 µM]
COc1ccc(OCC(CO)N2CCN(c3ccccc3)CC2)cc1 (stereo unspecified)
 : i | 0.7 | -2.0%
C[C@H](CO)N1C[C@H](C)[C@@H](CN(C)S(=O)(=O)c2cn(C)cn2)Oc2c(NS(=O)(=O)c3cn(C)cn3)cccc2C1=O
 : i | 4.1 | 0.1%
COc1ccc(C(=O)NCC(=O)OCC(=O)NC23CC4CC(CC(C4)C2)C3)cc1
 : i | 0.4 | -0.2%[50 µM]
CCOC(=O)[C@H]1[C@H]2COc3cc(OC)ccc3[C@@H]2N2C(=O)c3c(C)cc(C)cc3NC(=O)[C@@]12C
 : i | 4.1 | 2.4%
Cc1c(O[C@@H]2O[C@H](CO)[C@@H](O)[C@H](O)[C@H]2O)c(CO)c(O[C@@H]2O[C@H](CO)[C@@H](O)[C@H](O)[C@H]2O)c2c1O[C@@H](c1ccccc1)C[C@@H]2O
 : i | 1.5 | 0.0%
c1ccc(NCCc2ccccn2)cc1
 : i | 1.2 | -2.6%
Cc1cnn(C(=O)Cn2nc(C(F)F)c(Br)c2C)c1
 : i | 1.3 | 0.9%[50 µM]
C[C@H](CO)N1C[C@H](C)[C@@H](CN(C)Cc2ccncc2)Oc2c(NS(=O)(=O)c3ccc(F)cc3)cccc2C1=O
 : i | 1.6 | 1.9%
O=C(C[C@@H]1C/C=C\C[C@H](NC(=O)OCC2c3ccccc3-c3ccccc32)C(=O)OC[C@H]2CCCN2C1=O)NCCO
 : i | 2.6 | 0.2%
O=C(Nc1ccccn1)C1CCN(S(=O)(=O)c2ccc3c(c2)OCCO3)CC1
 : i | 0.4 | -0.9%
O=C(OCC(=O)N1CCN(C(=O)c2ccco2)CC1)c1cccc(F)c1
 : i | 1.1 | 2.5%[50 µM]
O=C(OCC(=O)N1CCCC1=O)c1cc(Cl)ccc1O
 : i | 1.2 | 0.9%[50 µM]
Cc1ccc(NC(=O)CCS(=O)(=O)c2ccccc2)cc1S(=O)(=O)N1CCCCCC1
 : i | 0.7 | 1.6%[50 µM]
Cc1ccc(NC(=O)C2CCCO2)c(Br)c1 (stereo unspecified)
 : i | 0.5 | 0.7%
Cc1ccccc1C(=O)NCC(=O)OCCOc1ccc(C(C)C)c(C)c1
 : i | 1.7 | -0.4%[50 µM]
CCN1C[C@@H]2[C@@H]3C(=O)N(Cc4ccccc4)C(=O)[C@@H]3[C@](CC)(C1=O)N2C(=O)c1ccc(Br)cc1
 : i | 1.5 | 0.3%
Cn1c(SCC(=O)NCC2CCCO2)nnc1-c1ccc(Cl)cc1 (stereo unspecified)
 : i | 0.5 | 0.7%[50 µM]
O=C(NC1CCCCC1)c1ccc([N+](=O)[O-])cc1
 : i | 1.0 | 2.7%
Cc1noc(C)c1CSCC(=O)N(CC(C)C)c1c(N)n(Cc2ccccc2)c(=O)[nH]c1=O
 : i | 0.9 | 0.8%[50 µM]
CN(Cc1ccccc1)C(=O)COC(=O)/C=C/c1ccc2c(c1)OCO2
 : i | 1.1 | 0.8%[50 µM]
O=C(COC(=O)Cn1cc(C(F)(F)F)ccc1=O)NCc1ccccc1
 : i | 1.7 | -0.1%[50 µM]
CSc1cccc(N2CC(C(=O)N3CCN(S(=O)(=O)c4ccccc4Cl)CC3)CC2=O)c1 (stereo unspecified)
 : i | 0.3 | 0.3%[50 µM]
Cc1ccccc1OCC(=O)NNC(=O)Cn1[nH]c(=O)c2ccccc2c1=O
 : i | 0.2 | 8.0%
O=C1NC(=S)NC(=O)C1Nc1ccc(Cl)cc1
 : i | 0.5 | -1.3%
O=C(CN1C(=O)NC2(CCCCC2)C1=O)Nc1cccc(S(=O)(=O)N2CCCC2)c1
 : i | 1.3 | -0.6%
CC(C)N(C)S(=O)(=O)c1ccc(NC(=O)C2=COCCO2)cc1
 : i | 0.9 | 1.4%[50 µM]
CC(=O)c1ccccc1NC(=O)CSc1n[nH]c(=O)n1C1CC1
 : i | 1.0 | 1.3%
COc1ccc(-n2c(NNC(C)=O)nc3sc4c(c3c2=O)CCCC4)cc1
 : ? | nt | -0.5%
O=C(COC(=O)C1CC(=O)N(Cc2ccccc2)C1)Nc1cccc([N+](=O)[O-])c1 (stereo unspecified)
 : i | 0.6 | 0.7%[50 µM]
Cc1sc2ncnc(N3CCC(C(=O)Nc4nnc(CC(C)C)s4)CC3)c2c1C
 : i | 0.4 | -0.1%[50 µM]
O=C(c1cc(O)c(O)c([N+](=O)[O-])c1)c1ccccc1F
 : i | 3.7 | 1.9%
CC(=O)N1CCN(S(=O)(=O)c2cccc(C(=O)NNC(=O)c3ccc(Br)cc3)c2)CC1
 : i | 0.3 | 5.0%
C[C@H](CO)N1C[C@H](C)[C@@H](CN(C)C(=O)Nc2ccc(C(F)(F)F)cc2)Oc2c(NC(=O)Nc3ccc(C(F)(F)F)cc3)cccc2C1=O
 : i | 1.1 | -0.9%
COc1cc2c(cc1OC)[C@@H](NC(=O)CCc1ccccc1)[C@H](OCc1ccccc1)C2
 : i | 0.6 | 0.0%
O=C(C[C@H]1C[C@H](C(=O)N2CCCCC2)[C@@]2(CCc3ccccc3)c3[nH]c4cc(-c5ccco5)ccc4c3CCN2C1=O)NCc1cccc(C(F)(F)F)c1
 : i | 0.3 | 0.1%
O=C(COC(=O)/C=C/c1cc(Br)ccc1F)Nc1ccc2[nH]c(=O)[nH]c2c1
 : i | 0.6 | 0.8%[50 µM]
NCCNC(=O)c1c(O)c2cccc3c2n(c1=O)CCC3
 : i | 0.1 | -1.7%
O=C(NCCC(=O)N1CCN(c2ccccc2O)CC1)c1ccc(Br)cc1
 : i | 1.5 | 0.1%[50 µM]
O=C(Cn1cc(C(F)(F)F)ccc1=O)N1CCc2ccccc2C1
 : i | 0.7 | -0.2%
C[C@H]1C=C(C(=O)NCc2nc3ccccc3[nH]2)O[C@@H](OCCCCO)C1
 : i | 0.9 | -0.3%
Cc1ccc(S(=O)(=O)N2CCOCC2)cc1NC(=O)COc1cccc(Oc2ccccc2)c1
 : i | 1.0 | -0.7%
Cc1cn(C2OC(CC(=O)Oc3ccccc3)C(O)C2O)c(=O)[nH]c1=O (stereo unspecified)
 : i | 0.7 | 0.5%
Cc1cc([N+](=O)[O-])c(NCCCCCCO)c([N+](=O)[O-])c1
 : i | 0.7 | 3.0%
COc1cccc(NC(=O)CSc2nnc(Cc3ccc(C)cc3)c(=O)n2N)c1
 : i | 0.2 | 0.1%[50 µM]
Cc1ccc(S(=O)(=O)N2CC(O)C[C@H]2C(=O)OCC(=O)Nc2ccc(N3CCCCC3)cc2)cc1C (stereo partly specified)
 : i | 1.1 | -0.5%[50 µM]
CCCCNc1c(-c2ccc(OC)c(SC(C)CC)c2)nc2ccc(Cl)cn12 (stereo unspecified)
 : i | 0.6 | 1.6%
CCCCn1c(N)c(N(CC(C)C)C(=O)c2ccc(Cl)c(S(=O)(=O)N3CCCC3)c2)c(=O)[nH]c1=O
 : i | 0.8 | 0.3%[50 µM]
COC(=O)c1sccc1NC(=O)c1cccc(Cl)c1
 : i | 0.5 | 0.6%
O=C(CCNC(=O)c1ccc([N+](=O)[O-])cc1)NCc1ccco1
 : i | 0.5 | 1.6%[50 µM]
S=C(NC1CCCCC1)NN1CCCCCC1
 : i | 0.7 | 1.5%
O=c1oc(CCCO)cc2ccc(Br)cc12
 : i | 1.2 | 1.0%
COc1ccc(CN(C)C(=O)COC(=O)c2cnc(Cl)c(Cl)c2)cc1
 : i | 0.4 | 0.0%[50 µM]
CSCCC(NC(=O)c1ccccc1)C(=O)NCCc1ccc2c(c1)OCCO2 (stereo unspecified)
 : i | 0.5 | 0.3%[50 µM]
O=C(Nc1ccncc1)C1CC(=O)N(c2ccccc2)C1 (stereo unspecified)
 : i | 0.9 | 0.0%
CCOc1ccc(S(=O)(=O)N2CCC(C(=O)Nc3cc(S(C)(=O)=O)ccc3Cl)CC2)cc1
 : i | 0.5 | 0.1%[50 µM]
COc1ccc(C2CC(c3ccccc3O)=NN2c2ccccc2)cc1 (stereo unspecified)
 : i | 1.1 | 0.1%
CCC(=O)N1CCc2cc(Br)cc(S(=O)(=O)N3CCC(C(=O)NC(C)(C)C)CC3)c21
 : i | 1.6 | -0.1%
COc1cc(C(=O)OCC(=O)N2c3ccccc3NC(=O)C2(C)C)ccc1OCC(C)C
 : i | 1.6 | -1.1%[50 µM]
CCN(CC(=O)Nc1ccc(NC(C)=O)cc1)C(=O)CCCSc1nc2ccccc2[nH]1
 : i | 1.1 | 0.8%[50 µM]

(more compounds)
Sequence of screens: Myeloid diff MLP | Myeloid diff MLP GFP+ MAC1+ % | K1F lysis inhibition
O=C(Cc1cccc(NC(=O)C2CCCN(C(=O)C3CCC3)C2)c1)Nc1ccc(C(=O)N2CCOCC2)cc1 (stereo unspecified)
 : i | 0.8 | 0.3%
O=C(C[n+]1ccc(C(=O)c2ccccc2)cc1)Nc1ccccc1OC(F)F
 : i | 0.8 | 1.4%
Cc1cnc(C(=O)OCC(=O)c2ccc[nH]2)cn1
 : i | 0.6 | 1.2%[50 µM]
O=C(C1COc2ccccc2O1)N1CCN(c2ccccn2)CC1 (stereo unspecified)
 : i | 0.8 | 0.7%[50 µM]
Cc1nc(SCC(=O)N(C)C2CCS(=O)(=O)C2)c2ccccc2n1 (stereo unspecified)
 : i | 0.8 | 0.1%[50 µM]
COc1ccccc1NOC(=O)CCOc1ccccc1
 : i | 0.5 | 1.1%
Cc1ccc(C)c(S(=O)(=O)N2CCCCC2CCNC(=O)C(=O)NC2CC2)c1 (stereo unspecified)
 : i | 0.7 | 0.8%[50 µM]

A different layout for some results above.
| structure | Myeloid diff MLP | Myeloid diff MLP GFP+ MAC1+ % | K1F lysis inhibition |
| --- | --- | --- | --- |
| O=C(C[n+]1ccc(C(=O)c2ccccc2)cc1)Nc1ccccc1OC(F)F | i | 0.8 | 1.4% |
| Cc1nc(SCC(=O)N(C)C2CCS(=O)(=O)C2)c2ccccc2n1 (stereo unspecified) | i | 0.8 | 0.1%[50 µM] |
| Cc1cnc(C(=O)OCC(=O)c2ccc[nH]2)cn1 | i | 0.6 | 1.2%[50 µM] |
| Cc1ccc(C)c(S(=O)(=O)N2CCCCC2CCNC(=O)C(=O)NC2CC2)c1 (stereo unspecified) | i | 0.7 | 0.8%[50 µM] |

The list is partial; the hit share may differ from the screen's.
